# DDE Tn7 FP inh: DD(E)-Tn7 binding inhibition, primary FP screen; AID 720508; inhibition, % at 8.3 µM; P02675; FP displacement of FITC-Tn7 peptide from fibrin DD(E); 0% = median of compound wells per plate; 370,000 tested, 0.13% active;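 active means inhibition above the mean of compounds falling within the control limits plus 3 SD of them, cut at about 14% in these data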;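 further: 0% = plate median of compound wells and 100% = 10 µM Aha-Tn7 peptide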
# Target sequence (P02675 whole entry, looked up): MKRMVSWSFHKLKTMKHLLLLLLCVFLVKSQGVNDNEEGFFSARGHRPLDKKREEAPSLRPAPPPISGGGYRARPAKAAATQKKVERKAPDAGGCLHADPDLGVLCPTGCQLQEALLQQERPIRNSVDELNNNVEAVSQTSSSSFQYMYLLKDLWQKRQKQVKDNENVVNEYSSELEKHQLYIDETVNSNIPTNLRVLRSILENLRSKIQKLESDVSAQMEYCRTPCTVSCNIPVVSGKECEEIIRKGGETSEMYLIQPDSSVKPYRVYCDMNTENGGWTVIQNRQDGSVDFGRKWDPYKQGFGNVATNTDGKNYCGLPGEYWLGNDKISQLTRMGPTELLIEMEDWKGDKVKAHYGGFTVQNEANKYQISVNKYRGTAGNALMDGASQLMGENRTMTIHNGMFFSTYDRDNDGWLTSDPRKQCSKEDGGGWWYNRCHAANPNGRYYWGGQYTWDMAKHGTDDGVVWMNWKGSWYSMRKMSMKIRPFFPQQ
#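 assay system = human clot-derived fibrin DD(E) complex | quantity = Fibrin-DD(E) at 2 µM final | timing = 10 min preincubation, 3 h with tracer, room temperature | signal = fluorescence polarization | measure = percent inhibition | benchmarks = high control wells with 10 µM unlabelled Aha-Tn7 peptide (full inhibition) | replicates = singlicate testing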
# ARFGAP1 inh: inhibits rat ARF GTPase activating protein 1. Q62848. Arfgap1-stimulated ARF1 GTP hydrolysis, GDP FP detection. inhibition, % at 16.5 µM. 360,000 tested, 0.26% active. AID 651572;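 active means inhibition above a per-plate limit, mean inhibition of low control wells plus 3 SD, cut at about 25% in these data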;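 further: 0% = DMSO wells with enzyme and 100% = wells lacking Arfgap1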
# Target sequence (Q62848 1-136 limits assumed): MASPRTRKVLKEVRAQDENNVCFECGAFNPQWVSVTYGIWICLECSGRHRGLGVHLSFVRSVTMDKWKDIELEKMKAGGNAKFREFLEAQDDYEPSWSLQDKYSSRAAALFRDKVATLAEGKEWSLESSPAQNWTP
#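 Material – truncated rat Arfgap1 GAP domain · Buffer or medium – HEPES-based buffer, pH 7.5 · Reagent – human ARF1(Δ1-17)-GTP substrate · Dosing – 16.5 µM single point, 1.26% DMSO · Schedule – GTP hydrolysis reaction 2 h at 25 °C · Technique – GDP detection by fluorescence polarization · Benchmarks – No-Arfgap1 wells (100%) versus DMSO full-reaction wells (0%) · Repeats – single replicate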
# PLC-gamma1 inh: PLC-gamma1 (human) inhibition, primary screen; P19174; purified PLC-gamma1, fluorogenic substrate, fluorescence; inhibition, % at 12.2 µM; 370,000 tested, 0.84% active; in the data active means inhibition above about 9.5%
# ASAP1 inh: inhibitors of human ASAP1 ArfGAP activity | ASAP1-stimulated ARF1 GTP hydrolysis, GDP FP detection | inhibition, % at 16.5 µM | 360,000 tested, 0.19% active | AID 624377; in the data active means inhibition above about 25%;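 further: 0% = vehicle with enzyme and substrate and 100% = no enzyme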
# MBD2 inh: blocks human MBD2 binding to methylated DNA; Q9UBB5; 370,000 tested, 0.31% active; TR-FRET, MBD2 binding to methylated oligonucleotide; inhibition, % at 4.4 µM; in the data active means inhibition above about 13%
# KLK7 zymogen act: proKLK7 (human) activation, primary screen; P49862; purified proKLK7, EDANS-DABCYL substrate fluorescence; 100% is mature enzyme control, 0% vehicle; activation, % at 7 µM; 370,000 tested, 0.9% active; AID 652039;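 active means activation above the mean of all tested compounds plus 3 SD, computed per campaign excluding outliers beyond control limits, cut at about 13% in these data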
# Target sequence (P49862 whole entry, looked up): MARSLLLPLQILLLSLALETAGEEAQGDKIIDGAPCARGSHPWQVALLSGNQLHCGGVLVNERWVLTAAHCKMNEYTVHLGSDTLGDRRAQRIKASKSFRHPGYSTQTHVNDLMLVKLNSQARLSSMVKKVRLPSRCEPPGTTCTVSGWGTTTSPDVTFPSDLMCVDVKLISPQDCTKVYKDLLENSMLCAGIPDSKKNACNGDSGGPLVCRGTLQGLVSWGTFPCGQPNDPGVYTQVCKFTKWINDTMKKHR
# UHRF1 binding: human UHRF1 methylated DNA binding inhibitors; Q96T88; UHRF1 binding to methylated oligo, TR-FRET; inhibition, % at 4.4 µM; 370,000 tested, 0.75% active; in the data active means inhibition above about 21%;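 further: UHRF1 SRA domain binding a hemimethylated CpG hairpin DNA probe; 0% = median of test compound wells and 100% = reference inhibitor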
# ADAM17 inh: ADAM17 inhibition, QFRET primary screen | inhibition, % at 6.95 µM | AID 720648 | 370,000 tested, 0.83% active | P78536 | recombinant ADAM17, EDANS/DABCYL FRET peptide cleavage;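 active means inhibition above the mean of compounds lying between control limits plus 3 SD, set per campaign, cut at about 8.5% in these data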;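 further: 0% = DMSO-only wells as the low control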
# PLC-beta3 inh: blocks human PLC-beta3 enzyme activity; Q01970; Purified PLC-beta3, fluorogenic substrate, fluorescence; inhibition, % at 12.2 µM; 370,000 tested, 0.18% active; in the data active means inhibition above about 11%;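 further: 0% = median of compound wells on plate and 100% = full blocker control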
# DDE Tn6 FP inh: DD(E)-Tn6 binding inhibition, primary FP screen | P02675 | Fibrin DD(E) TRITC-Tn6 fluorescence polarization displacement | inhibition, % at 8.3 µM | 370,000 tested, 0.21% active;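 active means inhibition above a per-campaign cutoff: mean of compounds within control limits plus 3 SD, cut at about 15% in these data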;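 further: 0% = median of all compound wells on the plate and 100% = blocking peptide control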
# * hit, by the source's call; i = inactive; / = not tested or not shown.
SMILES,DDE Tn7 FP inh,ARFGAP1 inh,PLC-gamma1 inh,ASAP1 inh,MBD2 inh,KLK7 zymogen act,UHRF1 binding,ADAM17 inh,PLC-beta3 inh,DDE Tn6 FP inh
O=C(NCC1CCCO1)c1nn2cccnc2c1Cl (configuration not stated),4,5,-14,-7,4,0.2,16,-4,-13,-6
COc1ccc(/C=C2/SC(=S)N(c3ccc(S(=O)(=O)Nc4nccs4)cc3)C2=O)cc1,5,5,-4,-21,0,-0.2,3,1,-15,5
O=S(=O)(c1ccc(NC2CCCc3ccccc32)nc1)N1CCOCC1 (configuration not stated),3,-3,-1,7,4,0.2,-3,-1,-4,6
CC(C)(C)C1CCC(C(=O)NCC(c2cccs2)N2CCOCC2)CC1 (configuration not stated),3,-8,3,-4,-4,-0.3,-1,0,-6,7
Cc1nn(CC(=O)NCCN2CCCCCC2)c(=O)c2nn(-c3ccccc3)c(C)c12,-10,-7,0,7,-6,0.5,-3,3,-7,5
CC1CN/C(=C\C(=O)c2ccc(Br)cc2)C(=O)N1 (configuration not stated),-3,12,7,8,-3,-0.7,-4,5,4,9
COc1ccc(CCN2C(=O)CSC2=Nc2ccc(C)cc2C)cc1OC,1,6,-1,5,2,0.6,-2,-2,-5,10
Cc1nn(C(C)c2nc(-c3ccccc3)no2)c(C)c1[N+](=O)[O-] (configuration not stated),7,1,5,-5,-1,-0.2,33*,1,-1,7
CCOC(=O)c1nn(C)c(=S)n(C)c1=O,3,1,4,-5,0,-0.1,-1,-6,3,-4
N#Cc1ccc(C(=O)N(Cc2ccco2)c2c(N)n(Cc3ccccc3)c(=O)[nH]c2=O)cc1,-8,-8,-14,-8,2,0.4,5,-10,-25,2
COc1ccc(C)cc1S(=O)(=O)N(CC(=O)O)c1ccc(C)cc1,1,-22,0,-9,-4,-1.0,-2,-1,0,13
CCOc1ccc(-c2nc(-c3cccnc3)no2)cc1,0,-3,0,-2,-2,0.3,1,-3,3,-2
CCOc1ccc(-c2cc(CCCC(=O)NCCC(C)C)no2)cc1,-7,4,0,-1,1,0.1,-2,2,1,1
COc1ccc(C2=NN(C(N)=S)C(c3ccccc3)C2)cc1 (configuration not stated),-1,-12,-1,6,-2,0.2,5,-2,1,2
CC(C)NC(=O)C(=O)NNC(=O)CCc1ccccc1,1,1,-3,4,-2,-0.6,2,-2,-2,-2
CC1CCCCC1NC(=O)CO/N=C/c1ccccc1OC(F)F (configuration not stated),-5,6,2,10,0,0.0,-3,0,2,2
O=C(O)c1cccc(-n2cc(-c3cccc(C(F)(F)F)c3)cn2)c1,6,-6,-2,11,-5,-0.1,0,-3,-11,1
COCCCNC(=O)C1CCCN(S(C)(=O)=O)C1 (configuration not stated),8,-3,0,-4,1,-0.3,4,-4,-2,2
CS(=O)(=O)NCCOc1ccc(S(=O)(=O)NCCOc2ccccc2)cc1,2,3,3,7,7,-0.5,4,-9,0,-3
COc1ccc(NC(=O)CN(C)C(=O)c2csc3c2CCCC3)cc1,-1,-5,8,0,-2,0.3,4,8,-1,-7

# Copied from the list:
# CC1CN/C(=C\C(=O)c2ccc(Br)cc2)C(=O)N1 (configuration not stated) in PLC-gamma1 inh reads 7
# CS(=O)(=O)NCCOc1ccc(S(=O)(=O)NCCOc2ccccc2)cc1 in UHRF1 binding reads 4
# COc1ccc(C)cc1S(=O)(=O)N(CC(=O)O)c1ccc(C)cc1 in MBD2 inh reads -4
# CCOc1ccc(-c2cc(CCCC(=O)NCCC(C)C)no2)cc1 in DDE Tn7 FP inh reads -7
# COc1ccc(NC(=O)CN(C)C(=O)c2csc3c2CCCC3)cc1 in DDE Tn6 FP inh reads -7

# Random excerpt: two entries already listed, in no set order.
SMILES,DDE Tn7 FP inh,ARFGAP1 inh,PLC-gamma1 inh,ASAP1 inh,MBD2 inh,KLK7 zymogen act,UHRF1 binding,ADAM17 inh,PLC-beta3 inh,DDE Tn6 FP inh
Cc1nn(CC(=O)NCCN2CCCCCC2)c(=O)c2nn(-c3ccccc3)c(C)c12,-10,-7,0,7,-6,0.5,-3,3,-7,5
CC1CN/C(=C\C(=O)c2ccc(Br)cc2)C(=O)N1 (configuration not stated),-3,12,7,8,-3,-0.7,-4,5,4,9

# More entries follow.
SMILES,DDE Tn7 FP inh,ARFGAP1 inh,PLC-gamma1 inh,ASAP1 inh,MBD2 inh,KLK7 zymogen act,UHRF1 binding,ADAM17 inh,PLC-beta3 inh,DDE Tn6 FP inh
CCN(CC)S(=O)(=O)c1ccc(N(C)Cc2cccnc2)nc1,1,-2,-3,-5,1,-0.1,0,0,-2,1
CCOC(=O)C1(C)CCN1C(=O)c1ccc(C(F)(F)F)cc1 (configuration not stated),2,-1,2,-10,4,0.6,6,-3,-3,2
CC(=O)Nc1ccc(Oc2nc(-c3ccccn3)nc3ccccc23)cc1,-6,-11,4,-14,1,0.2,-3,1,-6,2
CC(=O)Nc1cccc(NCC(=O)Nc2cc(S(=O)(=O)N3CCCCC3)ccc2Cl)c1,-2,2,2,6,-1,0.4,-1,2,1,4
COc1ccc(S(=O)(=O)N2CCOCC2)cc1NC(=O)CN1CCCCCC1,1,6,3,1,0,0.1,3,-3,0,-4
COc1cc(OC)c(NC(=O)CCNS(=O)(=O)c2cc(Br)cnc2N)cc1Cl,1,-1,-1,-3,-6,-0.4,2,-3,-2,-5
O=C(CSc1nnc(COc2ccccc2)n1-c1ccccc1)Nc1ccc2c(c1)OCO2,2,/,0,/,3,0.9,1,1,0,-7
Cc1cc(C(=O)OCC(=O)Nc2cc(S(=O)(=O)N(C)C)ccc2C)c(C)o1,-2,-1,0,5,-1,-0.1,-1,1,1,7
Cc1nn(Cc2ccc(C(=O)N/N=C/c3ccncc3)o2)c(C)c1Cl,4,1,0,8,1,-0.3,-1,1,-7,-2
O=C(c1cc2nc(-c3ccco3)cc(C(F)(F)F)n2n1)N1CCCCCC1,1,-11,-352,-7,-3,4.1,0,-46,-450,10
COc1ccc(NC(C)=O)c([N+](=O)[O-])c1[N+](=O)[O-],5,6,0,9,-7,-0.1,1,2,2,-2
Cc1cc(C)c(C(=O)COC(=O)C2CCN(c3ccc(C(F)(F)F)cn3)CC2)cc1C,-3,-5,-5,8,4,0.2,0,-4,-1,-4
Cc1cc(C(=O)OCC(=O)NCc2ccco2)c(C)n1-c1ccc(F)cc1,-1,10,-4,-6,2,-0.3,12,-1,-2,-10
CCCCc1cc(=O)oc2cc(C)cc(OC(C)C(=O)O)c12 (configuration not stated),0,-4,-495,-4,0,20*,-7,-245,i,0
C=CCN(CC=C)C(=O)c1cccc(OC2CCN(S(=O)(=O)N(C)C)CC2)c1,-1,4,0,14,-2,-0.5,-2,0,1,-3
CCN(CC)S(=O)(=O)c1ccc(N2CCCC2)c(NC(=O)c2ccc(N3CCCC3=O)cc2)c1,6,17,-1,16,4,0.6,2,-3,-3,3
CCOCCCNC(=O)C1CCC(CNS(=O)(=O)c2ccc(Cl)cc2)CC1 (configuration not stated),-11,5,4,-12,-1,-0.1,3,7,5,0
Cc1cccc(S(=O)(=O)Nc2cc(Cl)ccc2N2CCOCC2)c1,4,19,3,15,1,-0.4,2,0,1,1
COc1ccccc1NC(=O)c1ccc(NC(=O)CSc2nc(N)cc(=O)[nH]2)cc1,7,11,-3,3,7,-0.2,6,-2,0,-3
C[C@@H]1O[C@H](C2CCCCC2)Cc2[nH][nH]c(=O)c21,-4,1,6,15,-1,-0.3,3,-4,0,-7
Cc1cc[n+](CCC(=O)O)c2ccccc12,-8,7,-3,-6,2,-0.3,-2,-5,-1,-2
O=C(COC(=O)c1c(F)cccc1F)NCc1cccs1,3,-1,2,-9,-1,-0.3,0,-5,-1,2
CCOc1ccc(S(=O)(=O)Oc2ccc3ccccc3c2)cc1,0,5,-5,0,2,-0.4,-1,4,-5,-5
CCOc1ccccc1-n1nnnc1SCC(=O)NC(=O)NCc1ccco1,-4,-1,3,6,-2,-0.5,3,0,1,1
CCN1CCN(CCCNC(=O)CS(=O)(=O)Cc2nc(-c3ccccc3C)oc2C)CC1,-2,-4,0,-13,5,0.0,10,-3,-9,6
Cc1cc(C)c2c(n1)SCC(=O)N2CC(=O)Nc1ccc(F)cc1,-6,-7,3,9,-2,0.5,1,-1,4,-2
Cc1noc(C)c1CSc1nc2ccccc2c(=O)n1-c1ccc(Cl)cc1,-1,3,2,-7,2,0.7,-2,2,3,-8
Cc1ccc(S(=O)(=O)N(CC(=O)NC2CCCC2)c2cccc(C)c2)cc1,2,-5,-2,-2,-6,0.1,-1,-2,4,6
Cc1c(C(=O)N/N=C/c2ccc(N3CCOCC3)cc2)nc2ccccn12,8,-7,-110,10,-2,2.8,-1,-25,-138,3
COC(=O)C(CCSC)NC(=O)CNS(=O)(=O)c1ccc(F)cc1 (configuration not stated),-8,9,3,3,-1,0.0,1,-3,3,7
CC(C)OC(=O)NCCOC(=O)Nc1ccc(Cl)c(Cl)c1,6,3,5,1,-4,0.2,2,5,3,-5
C(=N/Nc1nccs1)/c1cccnc1,8,2,-5,4,0,-0.6,-7,0,-3,-1
Cc1sc2nc(C3CC3)nc(N3CCN(C(=O)c4ccc(Cl)cc4)CC3)c2c1C,4,8,0,-6,1,-0.1,1,4,-7,5
CCOC(=O)[C@H]1[C@H]2COc3ccc(OC)cc3[C@@H]2N2C(=O)CN(CCc3c[nH]c4ccccc34)C(=O)[C@@]12C,2,1,-1,5,-2,-0.1,0,0,-1,2
COc1ccc(S(=O)(=O)N2CCOCC2)cc1NC(=O)C1CC(=O)N(c2ccc3c(c2)OCCO3)C1 (configuration not stated),2,18,-2,8,2,0.5,5,-6,-2,-6
CCCC(C)c1nnc(NC(=O)C2CC(=O)N(c3ccc(OCC)cc3)C2)s1 (configuration not stated),2,5,4,14,7,0.6,0,-6,-13,-9
COC(=O)Cn1c(=NC(=O)CN2C(=O)CCC2=O)sc2cc(S(N)(=O)=O)ccc21,-5,8,6,3,-3,0.4,1,-2,-1,2
Cc1cc2occ(CC(=O)N(C)CC(=O)Nc3ccccc3Br)c2cc1C,9,2,-2,-8,1,0.4,-2,-1,-2,6
Cc1ccc(CC2SC(=Nc3ccccc3)N(c3ccccc3)C2=O)cc1 (configuration not stated),0,3,1,2,0,0.3,-1,6,1,-2
COCCOC(=O)C1=C(C)NC2=C(C(=O)CC(c3cccs3)C2)C1c1ccsc1 (configuration not stated),0,-5,-178,1,-4,3.1,2,-67,-215,6
O=c1[nH]c2cc3c(cc2cc1CN(Cc1ccco1)C(=S)NCC1CCCO1)OCCO3 (configuration not stated),2,2,-23,14,1,-0.2,-3,-87,-24,2
CC(=O)c1c(C)[nH]c(C(=O)COc2ccc3ccc(=O)oc3c2)c1C,5,-8,-120,-6,1,-23,2,-217,-198,4
CCN(CC)CCN1C(=O)c2oc3ccccc3c(=O)c2C1c1ccc(F)cc1 (configuration not stated),4,12,-15,-6,-8,0.9,-5,-6,-20,14
CC12CN(C(=S)Nc3ccccc3)CC(C)(CN(C(=S)Nc3ccccc3)C1)C2=O,-1,0,4,-4,-8,0.7,2,3,0,-1
